High-throughput results as filed in PubChem BioAssay.
LDHA block = LDHA (human) enzyme inhibition | P00338 | purified LDHA, NADH/diaphorase-resazurin fluorescence; active compounds read low | activity change, % (values are at about 110 or 230 µM) | 0.15% of 480,000 active; in the data active = activity change below about -30%; inconclusive = mostly about -25% to -30%;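 also: plate controls were DMSO wells for no effect and wells without enzyme for full effect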
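Resorufin fluorescence (ex540/em590), read at 0 and 20 min after diaphorase/resazurin addition, reports the NADH left after a 5 min room-temperature reaction of 2 nM human LDH5 with 0.06 mM NADH and 0.2 mM pyruvate.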
Vif-A3G inh = blocks the Vif interaction with human APOBEC3G. 0.076% of 410,000 active. Potency, µM (doses to about 46.1 µM), inactives show top-dose activity, negative = active, usual class: inhibitors. HeLa A3G-eYFP + Vif (tagged APOBEC3G with the HIV-1 protein that degrades it), YFP fluorescence, overnight;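 also: potency is read from the fitted curve at half-maximal effect; % is scaled to controls: 0 for no effect and ±100 for the full control effect; nearly all actives have a fitted effect of over 60% in size; hits raise eYFP signal because A3G escapes Vif-driven loss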
Target sequence (Q9HC16 whole entry, looked up): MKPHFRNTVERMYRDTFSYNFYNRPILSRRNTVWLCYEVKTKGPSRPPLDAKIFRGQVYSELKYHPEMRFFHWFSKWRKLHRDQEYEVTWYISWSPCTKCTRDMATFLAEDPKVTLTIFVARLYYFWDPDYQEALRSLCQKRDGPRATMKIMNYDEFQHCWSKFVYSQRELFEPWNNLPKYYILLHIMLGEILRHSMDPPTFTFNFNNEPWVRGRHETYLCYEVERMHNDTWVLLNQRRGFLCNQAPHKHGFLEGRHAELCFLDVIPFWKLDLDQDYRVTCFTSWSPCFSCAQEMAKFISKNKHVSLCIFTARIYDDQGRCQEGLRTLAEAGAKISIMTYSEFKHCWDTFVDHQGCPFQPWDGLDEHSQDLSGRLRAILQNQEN
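Read-out is eYFP fluorescence (Ex 488/Em 500-530) from Vif-expressing HeLa A3G-eYFP cells; more signal means A3G escaped Vif-mediated degradation. Cells plated overnight, compound pinned in, incubated overnight at 37 deg C.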
ERG-DNA inh = blocks human ERG Ets domain binding to DNA. P11308. fluorescence polarization, His-ERG Ets domain / labelled DNA. Potency, µM (highest dose often 76.9 µM), for inactives: at the highest dose FP activity, negative = inhibition, most hits filed as inhibitors. 0.028% of 370,000 active; active = well fitted inhibition curve with a large enough effect in the polarisation, with a control signal flat; inconclusive = small, poorly fitted or top-dose-only effect, or effect the other way, or a change in a side signal; inactive = no such curve, though single readings can be large or run the other way; the % refers to the polarisation;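 also: polarization taken with two DNA probes labelled with fluorescein and Texas red; potency is read from the fitted curve at half-maximal effect; % of control where 0% means no effect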
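His-tagged ERG Ets domain (1 uM in the protein solution; 300mM KCl, 50mM Tris-HCl, 1mM EDTA, 1mM DTT, pH 7.5) received compound, then a probe mix of 5 nM fluorescein-DNA and 100nM Texas-615-DNA. Fluorescence polarization was read for both dyes.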
D2 antag = antagonists of human D2 dopamine receptor; HEK293 TREx D2 cells, calcium flux, dopamine EC80; AID 485344; P14416; inhibition, % at 10 µM; 2% of 340,000 active; in the data active = inhibition above about 30%; also: 0% is about no effect
Target sequence (P14416 whole entry, looked up): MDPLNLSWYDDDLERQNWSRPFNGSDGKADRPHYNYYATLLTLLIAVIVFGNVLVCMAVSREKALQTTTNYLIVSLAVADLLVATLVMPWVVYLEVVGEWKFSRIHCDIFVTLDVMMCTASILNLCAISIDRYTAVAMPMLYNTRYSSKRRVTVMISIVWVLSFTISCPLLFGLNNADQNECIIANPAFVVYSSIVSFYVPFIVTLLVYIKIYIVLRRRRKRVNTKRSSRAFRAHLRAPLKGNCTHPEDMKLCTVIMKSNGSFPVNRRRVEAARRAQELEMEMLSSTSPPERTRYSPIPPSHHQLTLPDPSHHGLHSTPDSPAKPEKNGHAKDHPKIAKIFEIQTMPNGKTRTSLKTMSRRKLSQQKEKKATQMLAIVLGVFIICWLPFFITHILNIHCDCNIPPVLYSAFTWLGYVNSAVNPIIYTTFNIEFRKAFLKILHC
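Read-out: kinetic calcium fluorescence (1 cycle/s) in inducible HEK293 T-REx D2 cells after an EC80 dopamine addition that followed 180 s compound preincubation. Loss of the dopamine response indicates antagonism.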
Glioma ERSR ind = ER stress response induction in glioma; Potency, µM, for the others: top-dose activation, hits mostly activators; AID 602332; U87-MG GRP78 promoter luciferase reporter, 16 h; 0.02% of 420,000 active; also: potency is read from the fitted curve at half-maximal effect; series mostly up to about 76 µM; % of control where 0% means no effect; nearly all actives have a fitted effect of over 35% in size
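ERSR induction read as luciferase luminescence (Bright-Glo, 10 min at room temperature) in stably transfected human U87-MG glioma cells exposed to compounds for 16 h, using GRP78 as sensor.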
ALOX12 inh = inhibitors of human 12S-lipoxygenase ALOX12 | P18054 | purified 12hLO, xylenol orange hydroperoxide absorbance | Potency, µM (titrated, usually from 108 µM), without a hit: at the highest dose activity change, negative = inhibition, actives largely listed as inhibitors | 1.1% of 580,000 active; also: potency is read from the fitted curve at half-maximal effect; % is scaled to controls: 0 for no effect and ±100 for the full control effect
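Purified human 12hLO (150 nM final) in 25 mM Hepes, 0.01% Triton X-100, pH 7.0 was preincubated 15 min at room temperature with compound. Then 40 uM arachidonic acid was added, 30 min. Hydroperoxide was read by Fe-XO absorbance ratio 573/405 nm.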
RGS4 inhibitor = inhibitors of human regulator of G protein signaling 4 | Transcreener GDP fluorescence polarization, RGS4-accelerated GTP hydrolysis | Potency, µM (highest dose often 114 µM), for inactives: at the top dose activity change, negative = inhibition, most hits filed as inhibitors | 0.039% of 390,000 active | AID 504845; also: potency is read from the fitted curve at half-maximal effect; % is scaled to controls: 0 for no effect and ±100 for the full control effect; nearly all actives have a fitted effect of over 75% in size; some results filed as inactive show a strong effect at the top dose
Target sequence (P49798 whole entry, looked up): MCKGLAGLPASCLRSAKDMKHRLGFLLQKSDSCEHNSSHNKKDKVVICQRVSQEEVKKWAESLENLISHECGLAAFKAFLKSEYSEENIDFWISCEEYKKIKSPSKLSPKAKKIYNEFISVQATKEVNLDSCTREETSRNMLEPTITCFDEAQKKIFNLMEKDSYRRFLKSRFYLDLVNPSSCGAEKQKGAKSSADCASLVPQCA
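MLSMR compounds (23 nl, pin-transferred) preincubated 10 min at room temperature with a 500nM (2x) first reagent, then RGS4 at 900nM (2x) plus Transcreener GDP mix added; fluorescence polarization (620/688 nm) read before and after 90 min at 30 °C.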
D2 agonist = activates the human D2 dopamine receptor | HEK293 T-REx D2 cells, calcium flux agonist mode | 0.53% of 340,000 active | activation, % at 2 µM | P14416;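 active = activation over 3 SD above normal in the single-dose calcium agonist read, cut at about 30% in these data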; also: 0% is about no effect
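Tetracycline-induced HEK293 T-REx cells with force-coupled D2 receptor, plated overnight at 30 C, loaded with no-wash calcium dye. After a 10 s baseline, compound was pin-added and calcium flux read kinetically for 180 s; calcium rises flagged agonists.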
Vif-A3F inh = Vif-A3F binding inhibition. HeLa A3F-eYFP + Vif (tagged APOBEC3F with the HIV-1 protein that degrades it), YFP fluorescence increase. Potency, µM (highest dose often 46.1 µM), for inactives: top-dose activity, negative = active. 0.2% of 390,000 active. AID 602313; also: potency is read from the fitted curve at half-maximal effect; % of control where 0% means no effect; nearly all actives have a fitted effect of over 65% in size
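HeLa cells stably expressing A3F-eYFP plus Vif, plated and incubated overnight at 37 deg C, then exposed to compounds overnight at 37 deg C. Blocked degradation read as raised yellow fluorescence (Ex 488/Em 500-530).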
* marks the source's active call; other numbers are inactive results; ? = inconclusive; / = no result given; & = joins results of further samples; [ ] = dose if it differs, or a comment. Unless noted, calls follow the shape of the dose curve; as a rule, active = well fitted curve in the direction sought with a large enough effect; inconclusive = small, poorly fitted or top-dose-only effect, or another doubt; inactive = no such curve, though single readings can be large; an effect the other way counts as inactive or inconclusive. These rows are one share of the data (hit frequency here may not be typical).

#	molecule	LDHA block	Vif-A3G inh	ERG-DNA inh	D2 antag	Glioma ERSR ind	ALOX12 inh	RGS4 inhibitor	D2 agonist	Vif-A3F inh
1	COc1cc(C(=O)N(Cc2ccccn2)CC2CCCO2)cc(OC)c1OC (configuration not stated)	-9.1	-1.1%	3.6%	9.9	-4.2%	-4.8%	1.9%	0.9	-7.4%
2	CCN1CCN(C(c2cccs2)C(C)NC(=O)c2cccc(OC)c2)CC1 (configuration not stated)	0.4	0.6%	-5.7%	-6.7	6.0%	-14.1%	-8.1%	-0.4	0.1%
3	CCOC(=O)C1CCCN(C(=O)c2cncc(Br)c2)C1 (configuration not stated)	0.8	-6.7%	-8.6%	-4.1	-4.3%	0.0%	6.7%	0.3	-1.7%
4	Cc1ccc(NC(=O)c2ccc(NCCc3ccccc3)c([N+](=O)[O-])c2)cc1F	-4.0	-4.1%	-7.4%	-10.8	0.6%	7.9%	-3.2%	-2.5	0.6%
5	O=C(NC1CC1)c1cc(F)c(F)cc1Cl	-8.6	0.6%	5.1%	-0.1	-2.9%	-11.0%	-4.4%	-1.2	-2.7%
6	Cc1ccc(-n2c(SCC(=O)NCCN3C(=O)CSC3=O)nnc2-c2ccccc2)cc1	-0.4	-1.0%	-0.9%	-10.7	1.9%	-21.1%	13.2%	0.0	-13.2%
7	COc1ccc(-c2noc(C3CCCN(C(=O)c4cccs4)C3)n2)cc1 (configuration not stated)	-5.6	0.9%	-3.6%	5.6	3.5%	4.6%	12.0%	0.2	-3.0%
8	CCOc1ccc2c(c1)c(=O)c(S(=O)(=O)c1ccc(CC)cc1)cn2C	-2.9&1.3	4.6%	0.4%	6.3	2.4%	?	24.1%[11.4 µM]	-1.1	2.8%
9	Fc1ccc(-c2csc(NC3=NCCC3)n2)cc1	-3.1	-7.7%	6.9%	-11.7	4.2%	-6.8%	-22.1%	0.4	17.7%
10	O=C(NC1CCCC1)c1cnn2c(C(F)(F)F)cc(-c3ccco3)nc12	2.4&7.5	1.5%	-0.9%	14.9	0.2%	?	3.2%	-1.2	-2.7%
11	Cc1ccc(C(=O)N2CC(=O)Nc3ccc(F)cc3C2c2ccccc2)cc1 (configuration not stated)	-1.5	-0.7%	3.4%	-11.7	2.7%	?	1.8%	0.1	4.1%
12	CC1CCCC2(C1)NC(=S)N(c1ccccc1)N2 (configuration not stated)	5.7	-9.8%	/	4.2	3.3%	?	?	0.4	9.2%
13	Cc1nn(-c2ccc(N3CCCC3)nn2)c(C)c1CCC(=O)NCc1ccccc1	-0.9	0.8%	0.1%	/	-1.8%	-14.4%	3.6%	-0.9	-3.7%
14	Cc1nn(CC(=O)N2CCN(C(=O)c3ccco3)CC2)c(C)c1[N+](=O)[O-]	-6.1	-2.6%	-1.6%	/	-3.6%	-0.2%	-12.4%	/	-4.7%
15	COc1ccc(CNC(=O)C(OC(=O)c2ccco2)c2ccc(F)cc2)cc1 (configuration not stated)	-6.1	-0.1%	0.0%	13.7	-2.2%	-11.6%	6.0%	-1.1	10.2%
16	Cc1cc(Nc2ccc(N(C)C)cc2)n2ncnc2n1	-0.3	0.7%	0.5%	-4.9	-4.0%	-36.3%	16.8%	-1.4	13.8%
17	CCOC(=O)c1ccc(S(=O)(=O)NNC(=O)COc2ccccc2C)cc1	-1.6	0.4%	-7.0%	-22.3	-4.3%	-5.6%	-1.7%	3.4	0.7%
18	CN1CCN(c2nc3cc(N4CCOCC4)ccc3s2)CC1	3.3	-8.1%	/	/	0.0%	-29.7%	/	/	-6.9%
19	CCc1cccc2c(C(=O)CN3C(=O)NC4(CCCCCC4)C3=O)c[nH]c12	-3.2	-9.9%	1.1%	-9.3	-3.5%	?	-33.6%	0.9	-13.4%
20	Cc1ccc(Cn2cc(/C=C(/C#N)C(=O)Nc3cccc(Cl)c3)c3ccccc32)cc1	-11.8	0.8%	3.4%	/	-3.3%	?	14.4%	1.7	0.8%
21	Cc1nc(N2CCOCC2)c2c(C(=O)N3CCN(c4ccccc4)CC3)c(C)oc2n1	-7.7	0.3%	1.4%	/	-1.1%	-2.0%	-1.4%	0.4	9.3%
22	COc1ccc(S(=O)(=O)N2CCC(C(N)=O)CC2)cc1C(=O)N1CCCCCC1	-5.3	-3.3%	8.5%	-4.7	-2.0%	-3.7%	-6.6%	2.6	-25.1%
23	CCCNC(=O)NC(=O)COC(=O)c1oc2ccc(OCC)cc2c1C	-5.6	-3.9%	11.9%	-3.9	-5.2%	-10.9%	-13.9%	0.4	8.4%
24	CC1=C(C(=O)NC2CC(C)(C)Cc3c2cnn3-c2ccc(C)cc2)OCCO1 (configuration not stated)	-0.1	1.9%	7.5%	10.5	-0.5%	/	-1.0%	-0.5	5.5%
25	Cn1cnnc1SCC(=O)Nc1ccc2nc(SCc3ccccc3)sc2c1	2.4	-0.5%	-15.8%	-5.0	-1.3%	157.2%[activator]	-17.1%	0.4	-1.5%
26	Cc1cccc(C)c1NC(=O)CN1CCN(c2ccc(C(F)(F)F)cn2)CC1	-2.2	-5.4%	/	/	-2.4%	6.3%	/	/	/
27	COCCCNC(=O)c1ccc(NC(C)=O)cc1	-15.1	0.3%	3.5%	-10.9	0.8%	13.1%	14.0%	1.9	-9.8%
28	Cc1ccc(S(=O)(=O)N2CC=C(C(=O)NC3CC3)CC2)cc1	-0.2	3.8%	3.3%	-0.6	-4.3%	-10.5%	-9.1%[11.4 µM]	0.0	0.7%
29	COCCn1c(SCC(=O)Nc2sccc2C(N)=O)nc2cc(Cl)ccc2c1=O	-7.7	-13.7%	-15.9%	19.2	-6.9%	-3.4%	-6.5%	-0.4	0.5%
30	CN(C)c1nc(N)c([N+](=O)[O-])c(NCc2ccccc2)n1	-1.1	-25.1%	-7.3%	-12.4	-5.1%	-12.0%	16.4%	-0.4	-9.4%
31	O=c1[nH]c2cc(Cl)ccc2c(O)c1-c1cccc(Oc2ccccc2)c1	-9.0	-6.3%	4.3%	/	-1.6%&-1.1%&-1.5%	14.7%&0.0%	8.6%	/	6.2%
32	Oc1c(Cl)cc(Cl)cc1CNn1cnnc1	5.5	-1.0%	108.4%[activator]	-24.0	-3.6%	-22.4%	-2.9%	-0.7	0.2%
33	CCc1nnc(NC(=O)c2ccc(S(=O)(=O)N3CCOCC3)cc2)s1	1.0	0.4%	8.4%	-2.7	-4.5%	11.3%	-10.7%	0.1	1.1%
34	CCc1sc(C(=O)N2CCN(c3ncccn3)CC2)cc1Br	-0.7	5.4%	-2.8%	-14.9	-1.0%	-18.4%	-1.5%	-1.0	-0.5%
35	O=C(Nc1ccccn1)C12CC3CC(C1)CC(C(=O)Nc1ccccn1)(C3)C2	-5.6	-0.5%	-11.1%	12.7	-6.3%	0.0%	-6.5%[56.9 µM]	0.2	-0.5%
36	OCc1nc2ccccc2n1CCCOc1ccccc1	-0.5	0.8%	/	-7.6	1.8%	-2.4%	-18.7%	0.4	-1.7%
37	O=C(NCc1cccnc1)c1ccc(N2CCOCC2)c([N+](=O)[O-])c1	-8.6	-0.6%	3.6%	-5.1	-5.7%	-13.0%	12.8%	-3.7	-5.6%
38	Cc1cc(C)n2c3c(c(C#N)c2n1)CCCC3	10.4	0.9%	-2.0%	15.8	-1.5%	-13.4%[57.4 µM]	-19.8%	0.6	/
39	CCC(=O)NC(=S)Nc1ccc(NC(=O)COc2ccc(Cl)c(C)c2)cc1	-3.5	-3.4%	13.9%	12.6	1.5%	?	?	0.5	-2.0%
40	CC(=O)NC1C(=O)N(CC(C)C)c2ccccc21 (configuration not stated)	0.0	2.2%	-1.4%	-22.7	-2.8%	-13.9%	-8.1%	-1.1	1.7%
41	Cc1ccccc1C1(O)c2ccccc2-c2ccccc21	-1.4	-17.7%	/	/	-1.6%	-22.7%	/	/	-24.6%
42	Cc1[nH]nc2c1C(CCc1ccccc1)C(C#N)=C(N)O2 (configuration not stated)	-3.5	-3.5%	-3.1%	11.6	-4.4%	-17.8%	-5.5%	0.6	-3.8%
43	CCOCCCNCC(=O)N1CCN(S(=O)(=O)c2ccc(C)cc2)CC1	-20.8	1.9%	-7.2%	-13.3	-3.1%	?	12.7%	0.6	-3.4%
44	c1ccc(N=Nc2cn[nH]c2-c2ccco2)cc1	-4.2	-6.1%	-1.0%	10.0	2.3%	4.8%	13.4%	2.6	7.5%
45	Cc1noc(C)c1S(=O)(=O)Nc1ccc(C(=O)Nc2ccc(C(C)C)cc2)cc1	-3.8	-10.3%	-2.4%	/	-3.0%	-19.1%	15.3%	0.0	-0.7%
46	CCCc1c(C)c(C#N)c2nc3ccccc3n2c1NCCCN1CCOCC1	-1.0	-0.5%	-7.5%	-6.0	-1.0%	-20.6%	-19.0%	0.3	4.1%
